# From PubChem BioAssay
# GALK inhibitor: blocks human galactokinase activity; AID 1868; Potency, µM (highest dose often 57.5 µM), without a hit: top-dose activity change, negative = inhibition, usual class: inhibitors; P51570; 0.007% of 270,000 active; Purified GALK, Kinase-Glo residual ATP luminescence; further: potency means the concentration at half of the fitted maximal effect
#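 5 nM enzyme, 35 uM ATP, 100 uM galactose, 20 mM HEPES pH8.0, 5 mM MgCl2; 1 h RT; residual ATP by Kinase-Glo Plus luminescence, qHTS format.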
# Eya2 inh: Eya2 (human) phosphatase inhibition; O00167; recombinant Eya2, OMFP fluorescence dephosphorylation (OMFP is methylfluorescein phosphate); Potency, µM (doses to about 76.9 µM), for the others: top-dose activity, negative = inhibition, hits mostly inhibitors; 0.006% of 330,000 active; further: potency means the concentration at half of the fitted maximal effect
# Target sequence (O00167 whole entry, looked up): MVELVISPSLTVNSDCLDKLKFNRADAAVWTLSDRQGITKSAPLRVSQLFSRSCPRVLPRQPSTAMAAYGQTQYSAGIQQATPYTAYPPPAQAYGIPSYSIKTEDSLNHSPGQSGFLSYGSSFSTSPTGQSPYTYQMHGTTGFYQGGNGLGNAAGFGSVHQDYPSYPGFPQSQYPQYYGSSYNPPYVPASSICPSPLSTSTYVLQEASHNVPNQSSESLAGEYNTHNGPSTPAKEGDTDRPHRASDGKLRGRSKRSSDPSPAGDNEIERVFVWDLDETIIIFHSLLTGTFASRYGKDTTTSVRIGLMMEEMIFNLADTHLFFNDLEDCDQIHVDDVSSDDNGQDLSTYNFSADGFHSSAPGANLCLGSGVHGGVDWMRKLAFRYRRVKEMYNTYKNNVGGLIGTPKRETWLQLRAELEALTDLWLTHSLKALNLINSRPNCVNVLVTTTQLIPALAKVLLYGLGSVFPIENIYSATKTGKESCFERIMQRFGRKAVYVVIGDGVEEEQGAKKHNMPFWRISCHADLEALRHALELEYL
#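 Eya2 (0.2 uM) preincubated 10 min at ambient with compound, then OMFP substrate added at 50 uM; 10 min reaction in 50 mM HEPES pH 7.5, 50 mM NaCl, 5 uM MgCl2, 0.05% BSA, 1 mM DTT. Fluorescence read at Ex 485/Em 525 nm.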
# Coupling enz: inhibits coupling enzyme system, counter-screen for aldolase hits | 0.67% of 290,000 active | AID 2472 | coupling enzyme system counterscreen, AmpLite Red fluorescence | activity change, negative = inhibition, % at 58.2 µM, hits read low; in the data active means activity change below about -30%
#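 Coupling enzymes only (glyceraldehyde-3-phosphate) + compound, at 57.5 uM final, 10 min RT; add substrate/coupling/AmpLite Red mix, 20 min RT; fluorescence ex 525/em 598 nm. Actives flag coupling-system interference.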
# Giardia killer: Giardia lamblia killing; Giardia lamblia trophozoite viability; activity change, % at 7.66 µM, hits read low; 0.15% of 340,000 active; AID 540267; in the data active means activity change below about -80%; inconclusive means between about -30% and that limit;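 further: parasites exposed to compound for two days anaerobically before the ATP read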
#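 Viability, read as ATP luminescence: trophozoites at 100 cells/well, compound added, 48 hrs anaerobic at 37 deg C, then 15-30 min room-temperature development before reading.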
# KCNH2 3.1 inh: KCNH2 3.1 (human) potassium channel inhibition | U2OS KCNH2 3.1, thallium flux FluxOr; stronger effect = lower value | 0.95% of 340,000 active | AID 720553 | activity change, % (tested at about 1.8 µM);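 active means maximum activity change below -70%; inconclusive means maximum activity change from -70% to -50%; inactive means maximum activity change above -50%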;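 further: thallium influx rate constant from kinetic fluorescence after stimulation buffer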
#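 U2OS cells transduced with KCNH2 3.1 mutant virus (1.77 x 10^8 /mL, 4 h), plated overnight at 37 C, loaded 45 min with FluxOr dye plus Red40 quencher. Thallium flux rate constant from kinetic reads after stimulation buffer, normalised to controls.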
# USP2a inh: blocks human ubiquitin-specific protease USP2a; USP2 core, Ub-CHOP2 coupled fluorogenic reporter, 485/531; 0.01% of 330,000 active; O75604; Potency, µM (series often up to 38.3 µM), inactives show at the highest dose activity change, negative = inhibition, usual class: inhibitors;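 further: potency means the concentration at half of the fitted maximal effect; plate controls were DMSO wells for no effect and full inhibition by NEM control for full effect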
#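 Cell-free coupled assay: 10nM USP2 core preincubated 30min RT with compound in Tris-HCl pH 8.0/CaCl2/CHAPS buffer, then 25nM Ub-CHOP2 and 25nM reporter substrate; fluorescence (Ex 485/Em 531) read after 60min RT, normalized to NEM inhibition, concentration-response curves fitted.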
# B2AR arrestin: recruits beta-arrestin to the human beta2-adrenergic receptor | beta-arrestin recruitment to beta2AR, cell-based reporter | Potency, µM (highest dose often 46.1 µM), without a hit: top-dose activation, usual class: activators | AID 492947 | 0.02% of 330,000 active;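 further: potency means the concentration at half of the fitted maximal effect; 0% = DMSO controls and full agonism = EC100 isoproterenol or metaproterenol; nearly all actives have a fitted effect of over 65% in size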
# BCR signal inh: inhibitors of chronic active B-cell receptor signaling | AID 493014 | Potency, µM (highest dose often 46.1 µM), for the others: at the highest dose ratio change, negative = lower green/red ratio, usual class: inhibitors | ABC-DLBCL IkBa-CBG/CBR reporter, luminescence ratio, 4 h | 0.05% of 340,000 active; active means well fitted inhibition curve with a large enough effect in the signal ratio, with a control signal flat, not every such curve was filed as active; inconclusive means small, poorly fitted or top-dose-only effect, or effect the other way, or a change in a side signal; the % refers to the signal ratio;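 further: potency means the concentration at half of the fitted maximal effect; plate controls were basal doxycycline-induced cells for no effect and cells given 10 µM MG132 for full effect; MG132 reads +100%, hits lower the ratio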
#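 TMD8 human ABC-DLBCL cells with doxycycline-inducible IκBα–green luciferase fusion and unfused red luciferase, in 0.5% FBS medium; compounds up to 46 uM, 4 h at 37C. Green/red luminescence ratio, filter-overlap corrected, fitted to concentration-response curves.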
# uPA generation: cell surface uPA generation inhibition; cell surface uPA generation assay, qHTS; Potency, µM (top dose mostly 38.3 µM), for inactives: top-dose activity change, negative = inhibition, actives largely listed as inhibitors; 0.31% of 330,000 active; active means well fitted inhibition curve with a large enough effect; inconclusive means small, poorly fitted or top-dose-only effect; inactive means no such curve, though single readings can be large or run the other way; tested in mouse RAW 264.7 cells; further: potency means the concentration at half of the fitted maximal effect; nearly all actives have a fitted effect of over 55% in size
# PKM2 act: activators of human pyruvate kinase M2. P14618. AID 1631. Potency, µM (doses to about 57.5 µM), for inactives: at the top dose activation, actives largely listed as activators. purified PKM2, Kinase-Glo ATP luminescence, activation; response scale: 0% is enzyme alone, no compound. 0.34% of 260,000 active; further: potency means the concentration at half of the fitted maximal effect; nearly all actives have a fitted effect of over 55% in size
# Target sequence (P14618 whole entry, looked up): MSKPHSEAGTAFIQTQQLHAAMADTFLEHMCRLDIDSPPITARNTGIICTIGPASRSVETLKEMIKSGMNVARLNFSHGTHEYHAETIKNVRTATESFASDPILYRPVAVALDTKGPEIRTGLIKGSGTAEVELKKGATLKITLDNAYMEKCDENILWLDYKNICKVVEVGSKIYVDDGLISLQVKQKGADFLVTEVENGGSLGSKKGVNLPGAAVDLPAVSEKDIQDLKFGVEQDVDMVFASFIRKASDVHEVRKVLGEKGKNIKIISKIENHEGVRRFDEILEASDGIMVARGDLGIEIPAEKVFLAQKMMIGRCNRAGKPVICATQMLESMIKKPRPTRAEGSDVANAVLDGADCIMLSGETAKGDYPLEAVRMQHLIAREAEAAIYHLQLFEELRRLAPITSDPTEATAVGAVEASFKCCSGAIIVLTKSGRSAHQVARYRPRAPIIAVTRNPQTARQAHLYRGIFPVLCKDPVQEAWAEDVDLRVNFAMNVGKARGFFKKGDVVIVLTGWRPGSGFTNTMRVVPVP
#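 Purified hPK-M2 (>95%) run at intermediate activity with 0.1 mM ADP and 0.5 mM PEP in 50 mM imidazole pH 7.2, KCl, MgCl2; 1 h room temperature. ATP formed read by Kinase-Glo luminescence; normalized to uninhibited and no-enzyme controls.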
# KCNH2 WT inh: inhibitors of human wildtype KCNH2 potassium channel | Q12809 | U2OS, BacMam KCNH2, thallium flux FluxOr; stronger effect = lower value | activity change, % at 1.84 µM | 0.37% of 340,000 active;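 active means maximum activity change below -70%; inconclusive means maximum activity change between -70% and -50%; inactive means maximum activity change above -50%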
#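 U2OS cells were transduced with wild-type KCNH2 virus (2.03 x 10^8 / mL) for 4 h at room temperature, then cultured overnight at 37 C. Thallium flux was read with FluxOr dye. Rate constants were normalized to DMSO controls.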
# * hit, by the source's call; ? = inconclusive; nt = not tested or not shown; [ ] = another dose, or the depositor's remark. Unless noted, the call rests on the fitted dose curve; in most records, active means well fitted curve in the direction sought with a large enough effect; inconclusive means small, poorly fitted or top-dose-only effect, or another doubt; inactive means no such curve, though single readings can be large; an effect the other way counts as inactive or inconclusive. Unless noted, on the % scale 0 is the no-effect control and ±100 the full control effect.
No.	SMILES	GALK inhibitor	Eya2 inh	Coupling enz	Giardia killer	KCNH2 3.1 inh	USP2a inh
1	CS(=O)(=O)N(CC(=O)N1CCOCC1)c1ccccc1	0%	-8%	1	3	14	0%
2	Cc1cccc(NC(=O)c2ccc(-n3ccnc3)nc2)c1	2%	15%	6	4	9	1%
3	COc1ccc(N2CCOCC2)c(NC(=O)c2cccc3ccccc23)c1	3%	-4%	0	32[activator]	-8	1%
4	Cc1cc(=O)oc(C)c1C(=O)OCC(=O)c1ccc(Cl)cc1	-2%	-11%	nt	-7	10	-1%
5	Cc1cc(Br)ccc1NC(=O)CCSc1ccccc1	-1%	-16%	-1	4	-20	2%
6	CC(C)(C)OC(=O)N[C@H](C(=O)OC(C)(C)C)c1ccc2c(c1)OCO2	nt	-7%	nt	-1	-1	0%
7	Cc1ccc2c(c1)C(=O)CC1(CCCCCC1)O2	-2%	-1%	4	-7	-11	-7%
8	CC(=O)Nc1ccc(S(=O)(=O)Nc2ccc(-c3ccc4nnc(C)n4n3)cc2)cc1	-1%	8%	0	4	-6	0%
9	COc1ccc(N2C(=O)C3CC(C)=C(C)CC3C2=O)c(OC)c1 (configuration not stated)	3%	-3%	3	4	8	3%
10	Cc1ccc(S(=O)(=O)N(C)C[C@H]2Oc3ccc(NC(=O)Nc4c(C)noc4C)cc3CC(=O)N([C@@H](C)CO)C[C@@H]2C)cc1	nt	2%	nt	16	5	-5%
11	CN(CC(=O)Nc1ccccc1C(F)(F)F)C(=O)c1cccc(-n2cccc2)c1	nt	-25%	nt	1	-11	-1%
12	COc1cccc(NC(=O)CN(C)C(=O)c2ccc(COc3ccccc3)o2)c1	nt	17%	nt	14	2	5%
13	CC(C)NC(=O)Nc1cccc2c1O[C@H](CN(C)C(=O)NC1CCCCC1)[C@H](C)CN([C@H](C)CO)C2=O	nt	-13%	nt	-7	-39	1%
14	CN1C(=O)CS(=O)c2ccc(C(=O)NCCC3=CCCCC3)cc21 (configuration not stated)	-1%	-6%	3	3	-7	-1%
15	CCn1cnc2c1c(=O)n(CC(=O)Nc1cc(C)on1)c(=O)n2Cc1ccccc1	8%	33%	1	-3	-6	-2%

No.	B2AR arrestin	BCR signal inh	uPA generation	PKM2 act	KCNH2 WT inh
1	-0.6%	-3%	-1%	0%	18
2	-0.3%	?	3%	1%	-1
3	0.1%	-17%	-10%	2%	-2
4	0.0%	?	4%	0%	7
5	0.5%	8%	-9%	1%	-14
6	0.0%	?	1%	nt	-2
7	-1.8%	0%	12%	-17%	-4
8	-0.4%	-21%	2%	2%	-2
9	0.1%	?	6%	-1%	2
10	0.2%	0%	-1%	nt	2
11	-0.1%	?	9%	nt	-12
12	0.0%	0%	19%	nt	-8
13	0.2%	1%	6%	nt	11
14	-0.1%	-2%	-12%	5%	-11
15	0.0%	?	4%	-1%	3

# Later entries
No.	SMILES	GALK inhibitor	Eya2 inh	Coupling enz	Giardia killer	KCNH2 3.1 inh	USP2a inh
16	Cc1cc(=O)oc(C)c1C(=O)Nc1ccc(F)cc1	-1%	?	1	-4	10	-7%
17	Cc1ccc2c(c1)nc(NCCO)n2C	5%	4%	1	-7	-1	0%
18	O=C(Nc1sc2c(c1C(=O)O)CCC2)c1ccco1	2%	-9%	-12	-6	1	3%
19	COc1cccc(-c2nnc3sc(-c4cccs4)nn23)c1	1%	12%	1	6	-9	2%
20	CC(C)C(=O)n1nc(-c2cccnc2)nc1NCc1ccc(F)cc1	-1%	-6%	0	11	-21	-5%
21	COc1cc(C(C)=O)ccc1Oc1cc(NN2CCCCC2)c([N+](=O)[O-])cc1[N+](=O)[O-]	nt	5%	1	10	7	0%
22	Nn1c(SCC(=O)NCCc2ccc(F)cc2)nnc1C1CCCCC1	nt	12%	nt	-1	-13	2%
23	O=C(N/N=C/c1ccccn1)c1cc(-c2ccccc2)nc2ccccc12	0%	-18%	1	9	6	1%
24	Cn1cc(Br)c(C(=O)N/N=C/c2cc3ccccc3nc2Cl)n1	-7%	-3%	nt	-30	-13	0%
25	Cc1nn(Cc2c(Cl)cccc2Cl)c(C)c1C(=O)NCc1ccc(C)n1C	-1%	18%	1	2	8	-2%
26	O=C1CC(c2ccc(F)cc2)CC(O)=C1C=NCCN1CCN(C(=O)Nc2ccccc2)CC1 (configuration not stated)	3%	22%	4	-14	-9	-1%
27	Cc1ccnc(NC(=O)c2ccc(Br)s2)c1	nt	2%	-3	-9	5	-2%
28	Cc1ccc(N2CC(C(=O)N/N=C/c3sccc3C)CC2=O)cc1 (configuration not stated)	1%	0%	2	-3	-8	4%
29	S=c1[nH]nc(-c2ccncc2)n1CC1CCCO1 (configuration not stated)	-2%	-2%	-2	1	-27	0%
30	CCOc1nnc(C)c2c(C)n(-c3ccc(Cl)cc3)nc12	-3%	-7%	1	-19	15	3%

No.	B2AR arrestin	BCR signal inh	uPA generation	PKM2 act	KCNH2 WT inh
16	0.0%	-13%	-3%	-7%	-1
17	0.1%	2%	1%	8%	-13
18	-1.0%	?	-2%	-31%	-5
19	-0.4%	?	1%	6%	2
20	-1.8%	-7%	-2%	-13%	-10
21	0.0%	?	-2%	1%	-3
22	0.1%	-1%	-10%	nt	-8
23	-0.5%	?	?	2%	7
24	-0.6%	-18%	-16%	nt	-2
25	-0.5%	-2%	2%	17%	-9
26	0.3%	0%	-2%	0%	3
27	0.3%	?	?	nt	-14
28	-1.1%	0%	-1%	-1%	11
29	-0.2%	4%	-3%	-6%	-3
30	-0.5%	?	3%	2%	1

# Next compounds
No.	SMILES	GALK inhibitor	Eya2 inh	Coupling enz	Giardia killer	KCNH2 3.1 inh	USP2a inh
31	CCNC(=O)N1CCNC(=O)C1CC(=O)Nc1ccc(C(=O)OCC)cc1 (configuration not stated)	2%	nt	1	-19	10	nt
32	COc1ccccc1N1CCN(Cc2ccco2)CC1	-1%	3%	0	4	5	2%
33	Cc1ccc(N(C)C(=O)c2cnn(-c3ccccc3)c2C)c(C)c1	3%	-1%	1	-5	0	-1%
34	O=c1cc2oc3cc(O)c(O)cc3c(-c3ccccc3O)c-2cc1O	1%	nt	-24	-2	9	?
35	CCCCOc1ccc(CSc2nncn2N)cc1	3%	0%	-1	-13	1	4%
36	COCCNC(=O)c1c(C)cc(C)cc1C	-1%	7%	1	0	nt	1%
37	Cc1[nH]c2ccccc2c1CCC(N)=O	2%	3%	1	0	11	-1%
38	CC(C)(C)c1ccc(OC(=O)CN2C(=O)C3C4CCC(C4)C3C2=O)cc1 (configuration not stated)	0%	1%	1	4	-2	3%
39	CCCOC(=O)CCCCCCCCC(O)CN1CCCCC1 (configuration not stated)	0%	-6%	3	-4	7	0%
40	Cc1ccc(NC(=O)NN(C)c2c(Cl)c(Cl)nn2C)cc1	1%	-7%	1	4	nt	-2%
41	Cc1ccc(Cl)cc1N1CCN(C(=O)CCCn2c(=O)c3cccn3c3cccnc32)CC1	8%	-13%	-1	10	-17	-2%
42	CC(=O)NCc1ccc(S(=O)(=O)N2CCN(S(=O)(=O)c3ccc4ccccc4c3)CC2)cc1	nt	-22%	nt	-9	10	3%
43	CCOC(=O)C1(Cc2ccccc2C(F)(F)F)CCN(C(C)COC)CC1 (configuration not stated)	1%	2%	-3	2	-6	3%

No.	B2AR arrestin	BCR signal inh	uPA generation	PKM2 act	KCNH2 WT inh
31	nt	nt	-7%	-10%	0
32	-0.1%	2%	-3%	6%	-4
33	0.5%	6%	2%	-19%	13
34	-0.5%	?	-13%	24%	34
35	6.1%	?	1%	4%	-18
36	0.0%	0%	-1%	-2%	7
37	0.4%	1%	nt	-5%	11
38	-0.2%	-1%	8%	-8%	3
39	0.2%	12%	6%	6%	8
40	0.1%	2%	4%	nt	8
41	0.0%	?	18%	nt	7
42	-0.4%	-13%	-2%	nt	8
43	-0.2%	?	0%	2%	-12

# Only KCNH2 WT inh, B2AR arrestin and BCR signal inh (3 entries from above):
nr	mol	KCNH2 WT inh	B2AR arrestin	BCR signal inh
36	COCCNC(=O)c1c(C)cc(C)cc1C	7	0.0%	0%
37	Cc1[nH]c2ccccc2c1CCC(N)=O	11	0.4%	1%
38	CC(C)(C)c1ccc(OC(=O)CN2C(=O)C3C4CCC(C4)C3C2=O)cc1 (configuration not stated)	3	-0.2%	-1%
